VCAM1 TNFa inh: inhibitors of TNFa-induced VCAM1 expression, primary screen, imaging, HUVEC, TNFa stimulus, immunofluorescence. inhibition, % at 2 µM. hit rate 0.48% among 95,000. HUVEC TNFa-induced VCAM-1 immunofluorescence, high-content imaging;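 active = inhibition above the batch mean plus 3 SD, with images confirmed as a hit by eye, cut at about 37% in these data; inconclusive = inhibition above that limit but hit not confirmed in images; inactive = inhibition not above that limit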;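 note: 0% = TNF-stimulated DMSO wells and 100% = unstimulated control wells; not every result past the cut was called active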
HUVEC tox IL1B: cytotoxicity in IL-1B stimulated HUVEC, primary screen, cytotoxicity control for IL-1B NFkB translocation project, imaging, Hoechst nuclear count, IL-1B stimulus; hit rate 0.41% among 94,000; HUVEC cell count loss; cell count reduction, % at 2 µM;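 active = cell count reduction more than 3 SD above the screen-wide mean, cut at about 70% in these data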;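 note: normalized per plate to untreated control cells as the no-loss baseline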
CYP2C19 activ: human CYP2C19 activators, primary screen, biochemical, luminescence. recombinant CYP2C19, luciferin-H EGE luminescence; active compounds read high; 0 = fully inhibited enzyme, 1 = untreated enzyme. activation factor at 5 µM. 96,000 tested, under 10 active. AID 1025, 2008;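 active = activation factor of at least 2 at 5 µM in the primary screen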;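 note: 0 = wells with 2.5 mM tranylcypromine and 1 = vehicle-only wells; values of inactives mirror those of a sister screen read the other way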
hDAT+cocaine: changed hDAT dopamine uptake under cocaine IC80, either direction, primary screen, cocaine antagonist project, cell-based, LLC-PK1 hDAT, [14C]-dopamine uptake, MLSMR; Sodium-dependent dopamine transporter (Homo sapiens), Q01959; LLC-PK1 hDAT cells, [14C]-dopamine uptake with cocaine IC80; actives deviate in either direction; B-score at 10 µM; hit rate 1.3% among 110,000; AID 449768, 2010;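 active = Z score or B-score, a plate-position-corrected score, falls beyond the plate's 99.7% confidence bounds, in either direction; inactive = both scores lie inside the 99.7% bounds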;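 note: scored against the spread of the other compound wells on the same plate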
Target sequence (Q01959 whole entry, looked up): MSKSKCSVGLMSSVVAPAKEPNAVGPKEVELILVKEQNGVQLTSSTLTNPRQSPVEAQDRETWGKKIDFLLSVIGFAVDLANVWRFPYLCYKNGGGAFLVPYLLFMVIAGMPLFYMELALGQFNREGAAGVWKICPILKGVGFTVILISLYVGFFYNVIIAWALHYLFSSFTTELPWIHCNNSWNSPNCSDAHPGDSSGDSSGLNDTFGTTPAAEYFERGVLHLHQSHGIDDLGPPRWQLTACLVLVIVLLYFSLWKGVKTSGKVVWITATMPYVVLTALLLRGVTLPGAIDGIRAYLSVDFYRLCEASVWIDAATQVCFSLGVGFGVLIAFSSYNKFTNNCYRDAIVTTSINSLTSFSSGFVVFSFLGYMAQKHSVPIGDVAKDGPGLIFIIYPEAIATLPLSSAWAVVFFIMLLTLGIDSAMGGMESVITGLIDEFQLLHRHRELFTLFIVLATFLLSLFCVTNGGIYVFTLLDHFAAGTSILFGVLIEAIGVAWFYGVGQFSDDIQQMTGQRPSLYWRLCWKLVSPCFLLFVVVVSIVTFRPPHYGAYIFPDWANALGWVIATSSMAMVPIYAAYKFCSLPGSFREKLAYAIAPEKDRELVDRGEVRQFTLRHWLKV
HUVEC tox TNFa: cytotoxicity in TNFa-stimulated HUVEC, primary screen, cytotoxicity control for VCAM1 expression modulator project, imaging, Hoechst nuclei count; HUVEC TNFalpha-stimulated, Hoechst cell count; cell count reduction, % at 2 µM; hit rate 0.17% among 93,000;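 active = cell count reduction exceeding the screen mean by over 5 SD, scaled to untreated wells per plate, cut at about 78% in these data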;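 note: cells counted after 24 h of TNF alpha exposure following the 1 h pretreatment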
CYP2C9 inh: blockers of cytochrome P450 2C9 activity – biochemical, luminescence, ADME assay, primary screen; P11712; CYP2C9 Supersomes, luciferin-H conversion; inhibition, % at 5 µM; hit rate 20% among 96,000; AID 777, 2007;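 active = blocking of liver enzyme CYP2C9 beyond about 50% at 5 µM, limit read from the data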; note: values of inactives mirror those of a sister screen read the other way
Target sequence (P11712 whole entry, looked up): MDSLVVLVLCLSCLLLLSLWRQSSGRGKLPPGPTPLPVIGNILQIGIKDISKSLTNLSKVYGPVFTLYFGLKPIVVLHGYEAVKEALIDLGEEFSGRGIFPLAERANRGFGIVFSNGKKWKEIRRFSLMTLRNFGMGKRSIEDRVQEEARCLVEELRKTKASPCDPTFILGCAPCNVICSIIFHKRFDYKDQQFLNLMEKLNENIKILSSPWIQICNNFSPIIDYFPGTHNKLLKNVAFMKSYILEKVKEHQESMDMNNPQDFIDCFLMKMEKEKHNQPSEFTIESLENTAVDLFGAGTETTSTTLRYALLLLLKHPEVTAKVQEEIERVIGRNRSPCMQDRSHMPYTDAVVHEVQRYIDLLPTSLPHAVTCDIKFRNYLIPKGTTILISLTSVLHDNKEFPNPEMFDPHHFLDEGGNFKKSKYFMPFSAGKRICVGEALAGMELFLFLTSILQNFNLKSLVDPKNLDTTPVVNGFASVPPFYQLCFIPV
Candida biofilm: clotrimazole potentiators killing Candida biofilms, primary screen, with clotrimazole, Alamar Blue | C. albicans biofilm + clotrimazole | hit rate 0.14% among 85,000 | inhibition, % at 6 µM;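 active = inhibition above 20%; inactive = inhibition below 20%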;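 note: preformed 24 hr biofilms exposed to compound for 48 hr; 0% = biofilm without compound and 100% = blank killed by clotrimazole plus chlorhexidine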
CYP2C19 inhib: blockers of cytochrome P450 2C19 activity – biochemical, luminescence, ADME assay, primary screen | P33261 | CYP2C19 Supersomes, luciferin-H EGE luminescence, 30 min | inhibition, % at 5 µM | hit rate 21% among 96,000 | AID 778, 2007;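 active = CYP2C19 inhibition above a set limit at 5 µM in the primary screen, cut at about 50% in these data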;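 note: plate controls were negative control wells for no effect and 2.5 mM tranylcypromine positive control for full effect; values of inactives mirror those of a sister screen read the other way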
CYP2C9 act: human CYP2C9 activators, primary screen, biochemical, luminescence. Cytochrome P450 2C9 (Homo sapiens), P11712. recombinant CYP2C9, luciferin-H conversion; active compounds read high; factor 1 = untreated enzyme, 0 = blocked. activation factor at 5 µM. hit rate 1.4% among 96,000;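 active = activation factor of 2 or more for CYP2C9 at a 5 µM dose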;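 note: 0 = sulfaphenazole-blocked wells and 1 = vehicle-only wells; values of inactives mirror those of a sister screen read the other way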
Active calls of the source: *; ? = inconclusive; · = no result given.

SMILES | VCAM1 TNFa inh | HUVEC tox IL1B | CYP2C19 activ | hDAT+cocaine | HUVEC tox TNFa | CYP2C9 inh | Candida biofilm | CYP2C19 inhib | CYP2C9 act
CC1(C)CC(NCc2ccc3c(c2)OCO3)CCO1 (stereo unspecified) | 8 | 1 | 0.8 | -0.77 | 19 | 12 | 5 | 25 | 0.9
COc1cnn(-c2ccc(C)cc2)c(=O)c1SCc1ccccc1 | 10 | · | 0.7 | 0.043 | -12 | 12 | · | 25 | 0.9
CCC(C)[C@H](NC(=O)N1CCCC1)C(=O)O (stereo partly specified) | 7 | -20 | 0.7 | 0.3 | -2 | -27 | 5 | 26 | 1.3
CC(=O)NC1=NN(c2ccccc2)C(=O)C1 | -13 | 2 | 1.2 | -0.037 | -8 | -21 | · | -16 | 1.2
CC(C)[C@H](NS(=O)(=O)c1ccccc1)C(=O)OCn1nnc2ccccc2c1=O | -13 | -8 | 0.6 | 0.087 | -50 | 18 | 0 | 37 | 0.8
CC(=O)Oc1ccc(C(=O)Nc2cc(C)ccc2NC(=O)COc2ccccc2)cc1 | 6 | 10 | 0.9 | · | · | 58* | · | 11 | 0.4
CCOc1ccc2nc(SCC(=O)N(C)C3CCS(=O)(=O)C3)[nH]c2c1 (stereo unspecified) | 26 | 1 | 1.1 | 0.58 | 22 | -8 | 10 | -11 | 1.1
COc1cccc(-n2nc(C(=O)O)c3ccccc3c2=O)c1 | · | · | 0.5 | -0.66 | · | 20 | 6 | 50* | 0.8
Cc1occc1-c1nnc(SCC(=O)N2CCN(c3ccc(F)cc3)CC2)n1C | 8 | -15 | 1.1 | -0.75 | -21 | -4 | 8 | -15 | 1
CC(C)Oc1ccc(C2C(C(=O)c3ccco3)=C(O)C(=O)N2CCCN(C)C)cc1 (stereo unspecified) | 21 | -12 | · | · | -2 | · | 2 | · | ·
O=C(c1ccccn1)N(Cc1ccco1)C1(C(=O)NC2CCCC2)CCCCC1 | 0 | 11 | 1.1 | -0.084 | -2 | 10 | 0 | -5 | 0.9
Cn1cccc1Cc1nnc(SCC(=O)Nc2ccccc2)n1-c1ccc(F)cc1 | · | · | 0.7 | -0.28 | · | 34 | 13 | 34 | 0.7
COC(=O)c1cccc(NC(=O)CSc2ncn[nH]2)c1 | 8 | 17 | 0.4 | -1 | -13 | 27 | 8 | 57* | 0.7
COCCCNC(=O)c1ccccc1NS(=O)(=O)c1ccc(C)cc1 | · | 9 | 0.3 | 0.65 | · | 32 | 6 | 74* | 0.7
O=C(N/N=C\c1ccc(Cl)cc1Cl)c1sccc1-n1cccc1 | 3 | -10 | 0.7 | -0.00047 | -19 | 51* | · | 33 | 0.5
CCNC(=O)c1ccc(-n2nc(C)cc2-c2ccccc2)cc1 | 9 | 4 | 0.7 | 0.37 | -8 | 25 | · | 35 | 0.8
O=C(NCCc1ccc(Cl)cc1)C1CCN(c2cnccn2)CC1 | 21 | -96 | 0.5 | -0.69 | -24 | 66* | 2 | 52* | 0.3
CC1Cc2ccccc2N1C(=O)COC(=O)CNC(=O)c1ccc(Br)o1 (stereo unspecified) | 10 | -9 | 0.3 | 0.44 | -6 | 51* | · | 66* | 0.5
Cc1cc(S(=O)(=O)Nc2ccc(N(C)C)cc2)c(C)s1 | 17 | -8 | 0 | 0.064 | -15 | 100* | 4 | 100* | 0
CCN1CCN(c2cc(C(C)(C)C)nc3c(-c4ccccc4)c(C)nn23)CC1 | 29 | -7 | 0.9 | 1.4 | 10 | 18 | 5 | 10 | 0.8
O=C(COC(=O)c1ccco1)Nc1ccc(Br)cc1 | -15 | -24 | 0.7 | -1.2 | -10 | 37 | 5 | 25 | 0.6
O=C(CCc1ccccc1)Nc1c(F)c(F)c(F)c(F)c1F | 32 | -17 | 0.7 | -0.011 | 31 | 18 | 4 | 26 | 0.8
CCC(C)(C)n1nnnc1C(C(C)C)N1CCN(C)CC1 (stereo unspecified) | 33 | -2 | 1 | 0.79 | -5 | -2 | 4 | -4 | 1
COc1ccc(C2(O)CCN(C(=O)c3c(F)cccc3F)CC2)cc1 | 2 | -13 | 0.8 | -0.48 | 0 | 9 | 2 | 24 | 0.9
CSc1nc(C)c(CCOCc2ccccc2)c(=O)[nH]1 | · | · | 0.3 | -0.14 | · | 49 | · | 69* | 0.5

Ordered by the number under CYP2C9 act (rising): 3 from the list above.
Molecule	CYP2C9 act
Cc1cc(S(=O)(=O)Nc2ccc(N(C)C)cc2)c(C)s1	0
CCN1CCN(c2cc(C(C)(C)C)nc3c(-c4ccccc4)c(C)nn23)CC1	0.8
CCC(C)[C@H](NC(=O)N1CCCC1)C(=O)O (stereo partly specified)	1.3

Further results follow.
SMILES | VCAM1 TNFa inh | HUVEC tox IL1B | CYP2C19 activ | hDAT+cocaine | HUVEC tox TNFa | CYP2C9 inh | Candida biofilm | CYP2C19 inhib | CYP2C9 act
CCCn1c(CNC(=O)Cc2ccccc2)nc2ccccc21 | · | · | 0.6 | 0.058 | · | 7 | 7 | 42 | 0.9
CCC(C)(C)n1nnnc1C(c1ccc(C)cc1)N1CCN(Cc2cccnc2)CC1 (stereo unspecified) | -2 | 5 | 0.8 | 0.41 | -24 | 12 | 6 | 17 | 0.9
CC(C)OCCCNc1nc2c([nH]1)c(=O)n(C)c(=O)n2C | · | · | 1 | -0.89 | · | 0 | 6 | -4 | 1
CCOc1cccc(-c2nnc3sc(-c4cc(OC)c(OC)cc4OC)nn23)c1 | · | · | 1.1 | · | · | -16 | 9 | -5 | 1.2
CCOc1ccccc1OCCn1ncc2ccc(OC)c(OC)c2c1=O | 5 | 3 | 0.4 | 0.34 | 1 | -24 | 9 | 58* | 1.2
COc1cc(CN2CCN(c3cccc(C)c3C)CC2)cc(Br)c1O | · | · | 0.7 | -1.1 | · | 23 | 6 | 32 | 0.8
CC(NC(=O)CN1C(=O)NC(Cc2ccccc2)(Cc2ccccc2)C1=O)C12CC3CC(CC(C3)C1)C2 (stereo unspecified) | 0 | -10 | 0.8 | 0.063 | -15 | 8 | -2 | 21 | 0.9
NS(=O)(=O)c1ccc(NC(=O)CSc2nnc(COc3ccccc3Cl)n2C2CC2)cc1 | -11 | -12 | 1 | -0.43 | -20 | 4 | · | -3 | 1
Cc1cc(C)c(OCC(=O)Nc2ccccc2N2CCOCC2)c(C)c1 | 3 | 16 | 0.7 | 0.56 | -17 | 9 | -2 | 31 | 0.9
COc1ccc(/C=N/Nc2nc3ccccc3c(=O)[nH]2)cc1 | -16 | 46 | 1.1 | · | 19 | 10 | · | -5 | 0.9
CCN(CC)C(=O)CSc1ccccc1N | 1 | -31 | 0.5 | -1.2 | -10 | 23 | 13 | 49 | 0.8
CCC(=O)N1c2ccccc2[C@@H](N(C(C)=O)c2ccccc2)C[C@H]1C | 6 | 33 | 0.8 | 0.033 | 0 | 2 | 9 | 16 | 1
Cc1nc2nc[nH]n2c(=O)c1NS(C)(=O)=O | · | · | 1.1 | 0.29 | · | -16 | -5 | -9 | 1.2
O=C(Nc1ccc(N2CCOCC2)c2nonc12)C1CCCC1 | 9 | -1 | 1 | -1.5 | -24 | 5 | · | -5 | 1
CC1CCCN(S(=O)(=O)c2ccc(NC(=O)c3cccc(-n4cnnn4)c3)cc2)C1 (stereo unspecified) | 20 | 6 | 0.8 | 1.2 | -8 | 31 | -1 | 18 | 0.7
COCCCNC(=O)c1ccc2c(=O)n(CC3CCCO3)c(=S)[nH]c2c1 (stereo unspecified) | 4 | -12 | 1.1 | 0.23 | -4 | 8 | 10 | -13 | 0.9
c1ccn(-c2ncnc3sc4c(c23)CCCC4)c1 | 1 | 16 | 0 | 0.7 | 17 | 34 | 10 | 96* | 0.7
COc1cccc(/C=N/NC(N)=S)c1OS(=O)(=O)c1ccccc1 | 8 | -33 | · | 1.8 | -19 | · | 2 | · | ·
COC(=O)c1ccc(/C=C/C(=O)c2ccc(OC)c(OC)c2)cc1 | 16 | 7 | 0.6 | 0.00094 | -5 | 23 | · | 39 | 0.8
CCCC(=O)Nc1ccc(C(=O)NNC(=O)c2ccccc2Br)cc1 | -2 | -18 | 0.9 | -1.2 | -6 | 22 | · | 8 | 0.8
Cc1ccc(-c2nnn(CC(=O)Nc3ccccc3-c3ccccc3)n2)c(-n2cnnn2)c1 | 10 | 0 | 0.6 | -0.35 | -25 | 52* | 14 | 36 | 0.5
O=C(Nc1sc2c(c1C(=O)NCc1ccco1)CCCC2)c1ccc2c(c1)OCO2 | -9 | -16 | 0.4 | 1.5 | -6 | 84* | -3 | 63* | 0.2
COc1ccc(C(=O)NCCNC(C)=O)cc1S(=O)(=O)NCc1ccc(Cl)cc1 | 16 | -1 | 0.6 | 1.5 | -7 | 3 | 1 | 41 | 1
CC(C)(C)CC(C)(C)NCC(O)COc1ccc2c(c1)CCC2 (stereo unspecified) | -6 | -11 | · | -0.44 | -19 | · | · | · | ·
COc1cccc(CN2CCSCC2)c1 | 4 | -4 | 0.7 | 0.16 | -26 | 6 | 7 | 33 | 0.9
SMILES | VCAM1 TNFa inh | HUVEC tox IL1B | CYP2C19 activ | hDAT+cocaine | HUVEC tox TNFa | CYP2C9 inh | Candida biofilm | CYP2C19 inhib | CYP2C9 act
CS(=O)(=O)N(Cc1nc2sc3c(c2c(=O)[nH]1)CCCC3)C1CCCCC1 | 9 | -12 | · | 1.2 | -7 | · | 5 | · | ·
COCCn1c(SCc2nc3ccccc3c(=O)[nH]2)nnc1-c1ccncc1 | -6 | 13 | 0.5 | -1.4 | 22 | 38 | -1 | 52* | 0.6
CN1CCN(S(=O)(=O)c2ccc(NC(=O)C3CCCCC3)cc2)CC1 | -23 | 1 | 1.1 | 0.89 | · | -1 | 8 | -13 | 1
COc1c(F)c(F)c(C(=O)Nc2ccc(N3CCN(C(C)=O)CC3)c(Cl)c2)c(F)c1F | 8 | 0 | 0.6 | -1.1 | -6 | 66* | 7 | 38 | 0.3
CCOc1ccccc1OCCCC(=O)Nc1ccc(OC)nc1 | · | · | 0.6 | 0.38 | · | -74 | 4 | 44 | 1.7
COC(=O)c1ccc(-n2nnnc2SCC(=O)N2CCCCC2)cc1 | ? | -10 | 0.7 | -0.17 | 100* | 55* | 6 | 26 | 0.4
Fc1ccc(-c2n[nH]c(=S)n2CC2CCCO2)cc1 (stereo unspecified) | 7 | 8 | 0.8 | 0.39 | 5 | 22 | 0 | 22 | 0.8
Cn1c(SCC(=O)NCc2ccc(F)cc2)nc2ccccc21 | -50 | 10 | 0.7 | -0.71 | 18 | -214 | -2 | 30 | 3.1*
O=CN1CCN(C2CC(=O)N(c3ccc(Br)cc3)C2=O)CC1 (stereo unspecified) | · | · | 1.1 | 1.1 | · | -18 | 6 | -13 | 1.2
Nc1ccc(Oc2ccc3nc(-c4ccccc4)c(-c4ccc([N+](=O)[O-])cc4)nc3c2)cc1 | -5 | -37 | 0.8 | -0.03 | -1 | 56* | · | 18 | 0.4
CCn1c(SCc2nc3ccccc3[nH]2)nnc1-c1cccnc1 | -4 | -4 | 0.2 | -1.1 | -14 | -32 | 6 | 78* | 1.3
O=c1c2c(nc3c(-c4ccc(Cl)cc4)c[nH]n13)CCCC2 | -7 | -8 | 1.2 | 0.56 | -16 | -3 | 1 | -16 | 1
